Bcl-B TR3 displacers = displacers of TR3 peptide from Bcl-B, primary screen, selectivity assay for Bfl-1 inhibitor project, biochemical, fluorescence polarization | 96,000 compounds, 0.11% hits | AID 748 | displacement, % at 20 µM, or IC50 in µM where a hit was titrated | FP displacement of FITC-TR3 peptide from Bcl-B; higher % means a stronger effect;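 active means displacement above 50% at 20 µM plus a fluorescence interference ratio under 1.5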;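 further: plate controls were wells without compound for no effect and wells lacking Bcl-B protein for full effect; a part of the inactive calls stands beside numbers as strong as those of hits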
MRP reversal = reverses drug resistance mediated by MRP; differential viability (reversal), % at 10 µM; AID 602; H69AR cells + 2 uM doxorubicin, CellTiter-Glo, 72 h; 85,000 compounds, 0.04% hits;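 active means viability drop by adding the cancer drug above about 55%, with treated viability meeting a 40% cutoff, limit read from the data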;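 further: viability without doxorubicin minus viability with 2 µM doxorubicin for each compound; larger differential means the compound sensitizes cells more to doxorubicin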
NFkB transloc inh = blocks IL-1B driven NFkB nuclear translocation in HUVEC cells; AID 796; inhibition, % at 2 µM; 94,000 compounds, 0.43% hits; HUVEC IL-1B NFkB p65 nuclear translocation imaging;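 active means inhibition above about 30% together with a positive call from visual inspection of the well image, limit read from the data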;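 further: nuclear over cytoplasmic p65 intensity ratio measured by imaging; 0% = IL-1B stimulated DMSO wells and 100% = unstimulated DMSO wells; values of inactives mirror those of a sister screen read the other way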
NFkB transloc pot = enhances IL-1B driven NFkB nuclear translocation | HUVEC IL-1B NFkB p65 nuclear translocation imaging | activation, % at 2 µM | 94,000 compounds, 0.3% hits | AID 819;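 active means activation above 40%, about the mean plus 3 SD, also judged a hit on visual image review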;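 further: percent activation is computed from the nuclear over cytoplasmic p65 intensity ratio; values of inactives mirror those of a sister screen read the other way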
PLAP inhibitors HTS = inhibition of human placental alkaline phosphatase – biochemical, luminescence, HTS (AID 690); 96,000 compounds, 0.08% hits; inhibition, % at 20 µM; hits with a dose series show IC50 in µM; purified PLAP, luminescent substrate; higher % means a stronger effect; in the data active means a potency from the dose series; inactive means the rest, 99 in 100 with inhibition below about 30%; further: strong numbers were not always called active
MRP reversal cytotoxicity = second read-out of MRP reversal, no call of its own (marks repeat the call); viability, %; H69AR cells, CellTiter-Glo, 72 h; measured here: cytotoxicity without doxorubicin
MRP reversal with doxorubicin = also measured in MRP reversal; calls as there; viability, %; measured here: viability with 2 uM doxorubicin; stronger effect = lower value
NFkB transloc inh cell count 2 µM = recorded beside NFkB transloc inh, whose call it bears; cell count; measured here: cells passing quality filter;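 raw number of nuclei counted in each imaged well without normalization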
NFkB transloc pot cell count 2 µM = further read-out of NFkB transloc pot, marked with its call; cell count; measured here: cells passing quality filter
Numbers without * were called inactive; / = not tested or not shown. An excerpt; count on the stated rates, not on these rows.

SMILES | Bcl-B TR3 displacers | MRP reversal | MRP reversal cytotoxicity | MRP reversal with doxorubicin | NFkB transloc inh | NFkB transloc inh cell count 2 µM | NFkB transloc pot | NFkB transloc pot cell count 2 µM | PLAP inhibitors HTS
COc1cc(Cc2nc3ccc(S(=O)(=O)N4CCOCC4)cc3[nH]2)cc(OC)c1OC | 3% | / | / | / | 6 | 185 | -6 | 185 | -60%
CCc1nnc(NC(=O)CSc2nnc(CNc3cccc(Cl)c3)n2CC)s1 | -3% | -5 | 93 | 98 | 12 | 117 | -12 | 117 | -11%
CC(C)CC(=O)N1CCC(O)(CS(=O)(=O)Cc2ccccc2Cl)CC1 | -4% | / | / | / | 1 | 148 | -1 | 148 | -42%
CCCCN(CC)CCCNC(=O)CC1Nc2ccccc2NC1=O (stereo unspecified) | 6% | 5 | 89 | 84 | -30 | 145 | 30 | 145 | 0%
O=S(=O)(Nc1ccc(S(=O)(=O)N2CCCCC2)cc1)c1cccs1 | 1% | 2 | 99 | 97 | 0 | 165 | 0 | 165 | -16%
Cn1c(=O)cc(SCC(=O)N2CCN(C(=O)c3ccco3)CC2)c2ccccc21 | -3% | / | / | / | -23 | 112 | 23 | 112 | -7%
O=C(CC1Sc2ncnn2C1=O)Nc1ccc(Br)cc1 (stereo unspecified) | -1% | -3 | 98 | 101 | / | / | / | / | -16%
COc1ccc2c(C)cc(N3CCOCC3)nc2c1 | 10% | 29 | 108 | 79 | 0 | 178 | 0 | 178 | -13%
O=C1c2ccccc2CN1CCNS(=O)(=O)c1ccc2ccccc2c1 | -17% | -28 | 80 | 108 | -5 | 148 | 5 | 148 | 3%
CN(C)S(=O)(=O)c1ccc(NC(=O)N2CCN(c3ccccc3)CC2)cc1 | -4% | / | / | / | -3 | 89 | 3 | 89 | -13%
CCOC(=O)CSc1nnc(Cn2c(=O)sc3ccccc32)n1C | -3% | 3 | 99 | 96 | 1 | 45 | -1 | 45 | 2%
O=C(c1ccc2c(c1)OCO2)N1CCCc2ccccc21 | 3% | 2 | 91 | 89 | 14 | 111 | -14 | 111 | -2%
Cc1cccc(CSc2nc3sc(C)c(C)c3c(=O)n2Cc2ccco2)c1 | -28% | 6 | 86 | 80 | -10 | 137 | 10 | 137 | -6%
O=[N+]([O-])c1cc2c(cc1/C=N\NS(=O)(=O)c1ccccc1)OCO2 | -3% | / | / | / | 6 | 110 | -6 | 110 | 3%
Cc1ccc(-c2csc3ncn(/N=C/N(C)C)c(=O)c23)o1 | -3% | -13 | 94 | 107 | 0 | 120 | 0 | 120 | -27%
Cc1cc(=S)n(-c2ccccc2)n1C | 0% | 4 | 85 | 82 | 5 | 88 | -5 | 88 | 28%
O=C(CNC(=O)c1cnccn1)Nc1ccc(F)c(F)c1F | 17% | 16 | 102 | 87 | 5 | 123 | -5 | 123 | 2%
O=C(c1cnn2c(C(F)(F)F)cc(-c3ccco3)nc12)N1CCc2ccccc2C1 | 0% | -1 | 70 | 71 | 0 | 143 | 0 | 143 | -42%
COc1ccc(OC)c(NC(=O)CSc2nnc(-c3ccco3)n2-c2ccccc2)c1 | 3% | 4 | 71 | 66 | -4 | 109 | 4 | 109 | 23%
Cc1nc2sc(C(c3ccccc3)N3CC(C)OC(C)C3)c(O)n2n1 (stereo unspecified) | 16% | -2 | 103 | 105 | -27 | 118 | 27 | 118 | -13%
C=CCn1c(N2C(=O)CC(Cc3ccccc3)C2=O)nc2ccccc21 (stereo unspecified) | -5% | -15 | 52 | 67 | -7 | 139 | 7 | 139 | -149%
Cc1ccc(S(=O)(=O)N2CCN(C(=O)CCC(=O)NC3CCCc4ccccc43)CC2)cc1 (stereo unspecified) | -28% | -6 | 78 | 84 | -5 | 180 | 5 | 180 | -74%
CCOC(=O)CSc1nnc(CNC(=O)c2cccc(C)c2)n1-c1ccccc1OC | 0% | 12 | 100 | 88 | -6 | 60 | 6 | 60 | -24%
CCOC(=O)c1c(C)nc2c(c1-c1ccccc1)C(=O)CCC2 | -10% | / | / | / | -6 | 117 | 6 | 117 | 15%
CSc1nsc(SCC(=O)Nc2ccccn2)n1 | -2% | 1 | 100 | 99 | -6 | 137 | 6 | 137 | -9%
SMILES | Bcl-B TR3 displacers | MRP reversal | MRP reversal cytotoxicity | MRP reversal with doxorubicin | NFkB transloc inh | NFkB transloc inh cell count 2 µM | NFkB transloc pot | NFkB transloc pot cell count 2 µM | PLAP inhibitors HTS
COc1ccc2c(COC(=O)c3n[nH]c4ccccc34)cc(=O)oc2c1 | -61% | / | / | / | 10 | 195 | -10 | 195 | -93%
CCc1ccc(-c2ccc(C(=O)C(F)(F)F)[nH]2)cc1 | -14% | / | / | / | 2 | 150 | -2 | 150 | 13%
C=C(Cl)COc1ccc2c(C)cc(=O)oc2c1 | / | 15 | 101 | 86 | -27 | 134 | 27 | 134 | /
Cc1cc(NC(=O)COC(=O)[C@H](C)NC(=O)c2ccccc2)no1 | 11% | -8 | 96 | 105 | -3 | 142 | 3 | 142 | 5%
COC(=O)CCc1c(C)nc(N)[nH]c1=O | 1% | 19 | 97 | 78 | -7 | 55 | 7 | 55 | 13%
CCCCOc1ccc(/C=N/NC(=S)Nc2cccc(C)c2C)cc1 | 7% | / | / | / | -10 | 210 | 10 | 210 | -2%
O=C(Nc1ccc(Cl)c(Cl)c1)c1csc(-c2ccccc2)n1 | 4% | / | / | / | -1 | 107 | 1 | 107 | 4%
CNc1nc(C)c(C(C)=O)cc1C#N | 2% | 16 | 108 | 92 | 11 | 195 | -11 | 195 | -2%
CCN(CC)S(=O)(=O)c1cc(NC(=O)C(=O)c2c(-c3ccccc3)cc3ccccn23)ccc1C | -1% | 5 | 94 | 89 | -11 | 140 | 11 | 140 | -49%
COc1cccc(NC(=O)Cn2c(=O)n(CC3CCCO3)c(=O)c3ccccc32)c1 (stereo unspecified) | -5% | -7 | 83 | 89 | 10 | 147 | -10 | 147 | -84%
C=CCN1C(=O)/C(=C\c2cccs2)C(C(=O)OC)=C1C | -1% | -8 | 79 | 88 | 0 | 74 | 0 | 74 | -28%
CCC(Sc1nc(C)cc(C)n1)C(=O)O (stereo unspecified) | 0% | 13 | 102 | 89 | 2 | 113 | -2 | 113 | 13%
OC(CN1C2=NCCCN2c2ccccc21)c1ccc(Cl)cc1 (stereo unspecified) | -1% | 8 | 78 | 70 | / | / | / | / | -6%
Clc1ccc(Cc2noc(-c3cccs3)n2)cc1 | -2% | -28 | 73 | 101 | / | / | / | / | 8%
Cc1nc(C)c(-c2csc(NCCc3ccccc3)n2)s1 | 1% | -7 | 81 | 88 | 16 | 186 | -15 | 186 | -32%
COc1ccc(C2CC(c3c(-c4ccccc4)c4cc(Cl)ccc4[nH]c3=O)=NN2S(C)(=O)=O)cc1OC (stereo unspecified) | -24% | 17 | 43 | 27 | -11 | 169 | 11 | 169 | -32%
COCCNC(=O)C(OC(=O)c1cc2oc(C)cc2n1C)C(C)C (stereo unspecified) | -4% | 2 | 78 | 75 | -15 | 144 | 15 | 144 | -20%
O=C(NCCNc1ccc([N+](=O)[O-])cc1)c1ccccc1Br | 5% | / | / | / | 1 | 115 | -1 | 115 | 20%
O=C(Nc1ccc2c(c1)OCCO2)C1CCN(S(=O)(=O)c2ccc3c(c2)OCCO3)CC1 | -9% | 11 | 101 | 90 | 3 | 220 | -3 | 220 | -14%
CCOC(=O)C1C(=O)NC(N2CCOCC2)=NC1c1ccco1 (stereo unspecified) | 0% | -2 | 99 | 101 | -4 | 142 | 5 | 142 | 23%
CC1(C)CC(=O)C=C(NCCN2CCN(C(=O)Nc3ccccc3)CC2)C1 | 3% | 11 | 95 | 84 | -13 | 133 | 13 | 133 | 8%
CCCc1nc2oc3c(NCc4ccccn4)ncnc3c2c2c1COC(C)(C)C2 | 5% | -16 | 67 | 83 | / | / | / | / | -46%
O=C(CSc1nc2c(cnn2-c2ccc(F)cc2)c(=O)[nH]1)N1CCCc2ccccc21 | -10% | -4 | 73 | 76 | -30 | 128 | 30 | 128 | -15%
CCOc1ccccc1NC(=O)C(=O)/C=C(\O)c1cc(OC)ccc1OC | -32% | -5 | 8 | 13 | -6 | 152 | 6 | 152 | -51%
CC(=O)Nc1ccccc1-c1ccc(C)o1 | -10% | 7 | 93 | 86 | -23 | 166 | 23 | 166 | -7%

The closing 6 entries of the section above are carried over, then new ones follow.
SMILES | Bcl-B TR3 displacers | MRP reversal | MRP reversal cytotoxicity | MRP reversal with doxorubicin | NFkB transloc inh | NFkB transloc inh cell count 2 µM | NFkB transloc pot | NFkB transloc pot cell count 2 µM | PLAP inhibitors HTS
CCOC(=O)C1C(=O)NC(N2CCOCC2)=NC1c1ccco1 (stereo unspecified) | 0% | -2 | 99 | 101 | -4 | 142 | 5 | 142 | 23%
CC1(C)CC(=O)C=C(NCCN2CCN(C(=O)Nc3ccccc3)CC2)C1 | 3% | 11 | 95 | 84 | -13 | 133 | 13 | 133 | 8%
CCCc1nc2oc3c(NCc4ccccn4)ncnc3c2c2c1COC(C)(C)C2 | 5% | -16 | 67 | 83 | / | / | / | / | -46%
O=C(CSc1nc2c(cnn2-c2ccc(F)cc2)c(=O)[nH]1)N1CCCc2ccccc21 | -10% | -4 | 73 | 76 | -30 | 128 | 30 | 128 | -15%
CCOc1ccccc1NC(=O)C(=O)/C=C(\O)c1cc(OC)ccc1OC | -32% | -5 | 8 | 13 | -6 | 152 | 6 | 152 | -51%
CC(=O)Nc1ccccc1-c1ccc(C)o1 | -10% | 7 | 93 | 86 | -23 | 166 | 23 | 166 | -7%
Cc1c(C(=O)N(C)C)sc(NC(=O)c2cc([N+](=O)[O-])cc([N+](=O)[O-])c2)c1C#N | 1% | / | / | / | 13 | 134 | -13 | 134 | -29%
COc1ccc(-c2nnc(SCC(=O)c3ccc4c(c3)OCCO4)o2)cc1 | / | 3 | 102 | 99 | 14 | 114 | -14 | 114 | /
CCn1c(C)nc2cc(C(=O)n3cc(C(=O)c4ccccc4O)cn3)ccc21 | -7% | / | / | / | -8 | 183 | -3 | 157 | -44%
CC(C)(CSc1nncn1/N=C/c1ccco1)NS(=O)(=O)c1ccc(Cl)cc1 | -2% | -3 | 87 | 91 | -16 | 149 | 16 | 149 | -39%
Cc1ccc(S(=O)(=O)NCCSc2nnnn2-c2ccc(C(N)=O)cc2)cc1 | -8% | 15 | 92 | 77 | / | / | / | / | 14%
OCCN1CCN(CCSc2ccccc2)CC1 | 10% | 1 | 88 | 87 | -7 | 190 | 7 | 190 | -28%
O=C(O)CONC(=O)c1cc(OCC(F)(F)F)ccc1OCC(F)(F)F | 8% | / | / | / | 5 | 152 | -5 | 152 | -11%
CCOC(=O)CSc1nc2ccccc2c(=O)n1CCN1CCOCC1 | / | 2 | 91 | 89 | 5 | 150 | -5 | 150 | /
CSc1nc(NCc2ccco2)c2sc3nc(C(C)C)c4c(c3c2n1)CC(C)(C)OC4 | -58% | / | / | / | -13 | 126 | 13 | 126 | -10%
CCOC(=O)c1c(NC(=O)CSc2nnc(CN3CCOCC3)n2C)sc2c1CCCC2 | 3% | -10 | 67 | 77 | 0 | 138 | 0 | 138 | -48%
Cc1cccc(-c2noc(Cc3ccc(Cl)cc3)n2)c1 | -13% | 12 | 101 | 89 | 3 | 151 | -3 | 151 | -15%
O=S(=O)(c1ccc(Br)cc1)c1nc(-c2ccccc2)oc1NCc1cccnc1 | 2% | 34 | 99 | 66 | -4 | 69 | 4 | 69 | 1%
O=C(NCC1CCCO1)NC1(C(F)(F)F)Oc2ccccc2O1 (stereo unspecified) | -7% | -4 | 21 | 25 | -1 | 178 | 1 | 178 | 10%
COC(=O)C1(O)CC(CC(C)C)=NN1C(=O)c1ccccc1 (stereo unspecified) | -2% | / | / | / | 14 | 145 | -14 | 145 | -34%
O=C(c1ncn[nH]1)N1CCN(c2nc(-c3ccccc3)cs2)CC1 | -2% | 4 | 101 | 97 | -11 | 140 | 11 | 140 | -159%
O=C(Nc1ccccc1)c1[nH]ncc1[N+](=O)[O-] | 3% | / | / | / | 12 | 143 | -12 | 143 | -39%

Three compounds already listed, ordered by the number in Bcl-B TR3 displacers, low to high:
Molecule,Bcl-B TR3 displacers
CSc1nc(NCc2ccco2)c2sc3nc(C(C)C)c4c(c3c2n1)CC(C)(C)OC4,-58%
CCn1c(C)nc2cc(C(=O)n3cc(C(=O)c4ccccc4O)cn3)ccc21,-7%
O=C(c1ncn[nH]1)N1CCN(c2nc(-c3ccccc3)cs2)CC1,-2%
